# Screening data deposited in PubChem BioAssay by National Center for Advancing Translational Sciences (NCATS).
# Cycloheximide cs: affects cycloheximide protein synthesis inhibition readout, counter-screen; 12% of 300,000 active; cell reporter, cycloheximide protein synthesis inhibition counterscreen; max response, %; AID 2314; in the data active means max response mostly above about 13%, no sharp cut-off; inactive means mostly below about 14%; further: read at 38.3 µM for the half of the compounds with a filed dose; 0% is about no effect
# AMA1 RON2 block: disrupts binding of P. falciparum AMA1 to RON2; Potency, µM (series often up to 58.2 µM), inactives show top-dose activity change, negative = inhibition, hits mostly inhibitors; AID 720542; 0.2% of 360,000 active; AlphaScreen AMA1-biotinylated RON2 peptide binding;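 further: potency means the concentration at half of the fitted maximal effect; 0% = vehicle wells and -100% = peptide control; nearly all actives have a fitted effect of over 45% in size; some results filed as inactive show a strong effect at the top dose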
#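 AMA1 (3D7) with his tag at 25 nM final met compounds first, then biotinylated RON2 peptide at 25 nM; detection used donor plus acceptor beads, 10 µg/mL apiece, read by AlphaScreen after 30 min at room temperature.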
# HCMV antiviral: inhibitors of human cytomegalovirus; HFF cells, HCMV-luciferase reporter, 72 h; hits give low values; activity change, negative = inhibition, % at 57.5 µM; 4.5% of 410,000 active; in the data active means activity change below about -60%; inconclusive means no clear call, values can overlap the other calls; inactive means above about -39%; further: on the % scale 0 is the no-effect control and ±100 the full control effect
#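 Two-dose cell screen: HFF monolayers treated with compounds and infected with luciferase-expressing HCMV at 1 PFU/cell, 72 h at 37C, then lysed for luciferase measurement.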
# AmpC detergent: inhibitors of E. coli AmpC beta-lactamase with detergent | 0.041% of 370,000 active | AmpC hydrolysis of nitrocefin, absorbance 480 nm, 0.01% Triton | Potency, µM (series often up to 114 µM), for the others: at the highest dose activity change, negative = inhibition, hits mostly inhibitors;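 further: potency means the concentration at half of the fitted maximal effect; 0% = no-compound wells and -100% = no-enzyme wells; nearly all actives have a fitted effect of over 25% in size; some results filed as inactive show a strong effect at the top dose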
# Target sequence (P00811 whole entry, looked up): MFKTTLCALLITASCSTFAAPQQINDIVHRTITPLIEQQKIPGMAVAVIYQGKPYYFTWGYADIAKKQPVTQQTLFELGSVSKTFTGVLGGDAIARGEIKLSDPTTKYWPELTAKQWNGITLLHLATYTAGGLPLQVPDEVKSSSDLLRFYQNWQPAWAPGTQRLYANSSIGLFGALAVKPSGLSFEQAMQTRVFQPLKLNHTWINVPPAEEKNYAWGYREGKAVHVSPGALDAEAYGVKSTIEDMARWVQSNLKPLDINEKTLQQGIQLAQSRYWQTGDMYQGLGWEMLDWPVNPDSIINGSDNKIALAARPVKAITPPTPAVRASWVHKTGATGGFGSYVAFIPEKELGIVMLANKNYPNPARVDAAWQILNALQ
#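 20 mM phosphate pH 7.0 + 0.01% (detergent screen) or 0.0001% Triton X-100; 5.3 nM AmpC reagent; cpd preinc 15 min RT; nitrocefin (800 uM stock) to start; A480 q20 s × 4 min; Activity was normalised to no-enzyme and no-compound control wells.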
# Shiga inhibitor: inhibitors of Shiga toxin in Vero cells | Vero cells, Shiga toxin protein synthesis inhibition reporter | inhibition, % at 38.7 µM | 9.2% of 290,000 active | AID 2315; in the data active means inhibition mostly above about 28%, no sharp cut-off; inactive means mostly below about 43%; further: 0% is about no effect
# AmpC no deterg: blocks E. coli AmpC beta-lactamase in detergent-free assay | P00811 | AmpC nitrocefin hydrolysis, absorbance 480 nm, 0.0001% Triton | Potency, µM (top dose mostly 57.1 µM), for inactives: top-dose activity change, negative = inhibition, hits mostly inhibitors | 0.52% of 330,000 active | AID 485341;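 further: potency means the concentration at half of the fitted maximal effect; plate controls were no compound for no effect and no enzyme for full effect; nearly all actives have a fitted effect of over 20% in size; some results filed as inactive show a strong effect at the top dose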
#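 AmpC (5.3 nM in the dispensed reagent) in 20 mM phosphate pH 7.0 with 0.01% (detergent screen) or 0.0001% Triton X-100 was preincubated with compounds for 15 min at room temperature. Nitrocefin was then added from an 800 uM solution, and hydrolysis was followed at 480 nm.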
# FBPA Giardia inh: inhibitors of Giardia lamblia fructose-1,6-bisphosphate aldolase. A8B2U2. purified Giardia FBPA. Potency, µM (series often up to 59.6 µM), without a hit: at the top dose activity, negative = inhibition, most hits filed as inhibitors. 0.71% of 290,000 active. AID 2451; further: potency means the concentration at half of the fitted maximal effect; on the % scale 0 is the no-effect control and ±100 the full control effect; nearly all actives have a fitted effect of over 55% in size
# Target sequence (A8B2U2 whole entry, looked up): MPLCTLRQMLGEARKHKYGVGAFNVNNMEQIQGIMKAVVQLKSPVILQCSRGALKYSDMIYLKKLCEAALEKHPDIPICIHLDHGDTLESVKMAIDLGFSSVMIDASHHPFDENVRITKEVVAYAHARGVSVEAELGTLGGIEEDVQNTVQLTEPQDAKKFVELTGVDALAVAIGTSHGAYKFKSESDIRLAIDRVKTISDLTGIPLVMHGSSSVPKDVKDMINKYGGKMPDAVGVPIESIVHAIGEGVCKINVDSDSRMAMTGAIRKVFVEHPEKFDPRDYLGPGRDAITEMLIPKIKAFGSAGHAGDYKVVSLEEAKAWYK
#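 Giardia FBPA (40 nM reagent) was preincubated 10 min at RT with compound (up to 57.5 uM final), then substrate plus GAPDH/TPI/NAD/arsenate coupling system with diaphorase/resazurin was added; resorufin fluorescence (525/598 nm) was read after 20 min.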
# The depositor's hits bear a star; ? = inconclusive; . = no result given; & = joins results of further samples; ! = a repeat was not active; [ ] = another dose, or the depositor's remark. Unless noted, the call rests on the fitted dose curve; in most records, active means well fitted curve in the direction sought with a large enough effect; inconclusive means small, poorly fitted or top-dose-only effect, or another doubt; inactive means no such curve, though single readings can be large; an effect the other way counts as inactive or inconclusive.
SMILES,Cycloheximide cs,AMA1 RON2 block,HCMV antiviral,AmpC detergent,Shiga inhibitor,AmpC no deterg,FBPA Giardia inh
CCC1(c2ccccc2)NC(=O)N(CC(=O)NC2CCCC2)C1=O (stereo not given),.,-2%,-21,-8%,.,-4%,.
COc1ccccc1CC(=O)N(Cc1ccccc1)c1cccc(C)c1,1,5%,-22,3%,7,-2%,2%
Cc1cccc2cc3c(N)c(C(=O)N4CCc5ccccc54)sc3nc12,2,94%[activator],?,-7%,-13,-23%,-3%
Cc1ccc(N2CCN(C(=S)c3ccc(-c4cccc([N+](=O)[O-])c4)o3)CC2)cc1,0,-17%,-10,-15%,-19,-37%,16µM*
O=C1CCCN1CC#CCN1CCCC1,-2,8%,4,-1%,7,-14%,-1%&0%&-2%&4%
N#CCCn1cc(/C=N/O)c(-c2ccc(F)cc2)n1,-3,7%,30,?,-17,-10%,2%
O=C(CSc1nc2ccc(Nc3nc(N4CCOCC4)nc(N4CCOCC4)n3)cc2s1)Nc1ccccc1Cl,10,36%[activator],.,-10%,13,-11%,9%
COc1ccc(S(=O)(=O)NCc2csc(-c3cccnc3)n2)cc1,-3,-3%,15,?,7,-18%,-1%
CCOC(=O)N1CCN(C(=O)c2ccc(Cl)c(S(=O)(=O)N3CCOCC3)c2)CC1,-4,0%,29,?,-9,-7%,-2%
CCCC(=O)Nc1nnc(SCC(=O)N2CCN(c3ccccc3)CC2)s1,-2,2%,-30,2%,-21,-7%,4%
Nc1nnc(SCC(=O)N2CCN(c3ccccc3)CC2)n1-c1ccccc1,-3,5%,1,?,11,0%,1%
CCc1ccccc1NC(=O)N1CCc2ccccc2C1,15,-10%,10,-2%,13,-31%,-1%
CCOCCCN(C(=O)c1snc(C(N)=O)c1N)C(C(=O)NC1CCCC1)c1ccc(OC)cc1 (stereo not given),1,-2%,-15,-11%,-3,29%,14%
N#Cc1ccc(C23CC4(C2)[C@H](CN(CC2CCCCC2)[C@@H]4c2ccccc2)C3c2ccccc2)cc1 (stereo not given in full),-3,-10%,16,-4%,-10,-2%,1%&4%
O=C(Nc1ccccc1F)C1CCN(C(=O)Cc2ccccc2)CC1,-3,22%,14,2%,14,-19%,-1%
Cc1nn2c(c1-c1ccc(Cl)cc1)N=C(c1ccco1)CC2c1ccccc1 (stereo not given),8,-10%,?,-8%,16,13%,-8%
O=C(NCc1cccnc1)C(=O)NCC(c1ccco1)N1CCN(c2ccc(F)cc2)CC1 (stereo not given),14,-18%,?,2%,-1,67%[activator],-7%
CC(=O)Nc1c(I)c(C(=O)N[C@H]2C(O)O[C@H](CO)[C@@H](O)[C@@H]2O)c(I)c(N(C)C(C)=O)c1I (stereo not given in full),.,-3%,-4,?,.,2%,.
CCc1nn(CCCC(=O)N2CCN(c3ccc(OC)cc3)CC2)c(=O)c2cc3occc3n12,5,-2%,-3&11,6%&-5%,-9,143%[activator],0%
COc1ccccc1NC(=O)c1cc[n+](C)cc1,-2,0%,8,?,-7,-20%,2%
CC(C)(C)c1ccc(Oc2ncccc2NC(=O)c2cccs2)cc1,-2,1%,-7,-10%,16,-30%,-6%
COc1cc(C2NC(=O)N(C)C3=C2C(=O)CCC3)cc(OC)c1OC (stereo not given),-1,-2%,8,-9%,-4,-12%,-15%
O=C(CN(C(=O)c1csnn1)c1cccc(C(F)(F)F)c1)NCc1ccc(F)cc1,-4,4%,-22,-12%,-3,2%,-4%
COc1ccc(-n2nc(C(=O)NCc3cc(OC)ccc3OC)c3c4ccccc4n(C)c3c2=O)cc1,13,14%,4,2%,0,-15%,4%
COc1cc(OC)cc(C(=O)N[C@H](C(=O)Nc2nc3ccccc3[nH]2)C(C)C)c1,0,64%[activator],-77*,-11%,-4,-29%,-3%
CN(C)c1ccc(/C=C/c2nc3ccccc3c(=O)[nH]2)cc1,34*,-1%,25,?,39*,1%,8%
COc1ccc(-c2nsc3c(N4CCN(C(=O)c5ccco5)CC4)ncnc23)cc1,17,4%,-14,1%,22,-8%,-1%
O=C(Cn1nnc2ccccc21)N/N=C/c1ccco1,2,-5%,-29,3%,-18,-10%,0%
Cc1ccc(OC(C)C(=O)N2CC(=O)Nc3ccccc32)cc1 (stereo not given),-1,8%,-18,?,-6,-27%,-10%
O=S1(=O)NC(=NCc2ccco2)c2ccccc21,-3,-8%,-5,1%,-5,?,-1%
COc1cc(/C=C(/C#N)c2ccc(C)cc2)ccc1Oc1ccc([N+](=O)[O-])cn1,1,-6%,20,0%,-4,-21%,6%
CCN(CC)C(=O)CSc1nnc(CNc2ccc(F)cc2)o1,9,2%,-2,-1%,-7,-3%,1%
C/C(=N\O)C(C)(C)Nc1cccc(Br)c1,1,6%,27,-3%,-2,132%[activator],2%
COc1ccc(S(=O)(=O)Cc2ccc(C(=O)N3CCN(c4ccccc4F)CC3)o2)cc1,-4,-4%,65,3%,20,79%[activator],-1%
O=C(Nc1ccc(-c2nc3ccccc3c(=O)o2)cc1)c1ccco1,-4,2%,?,1%,-5,-22%,6%
CCOC(=O)N1CCN(C(=O)c2cccc(N3C(=O)NC4CC3(C)Oc3ccc(Cl)cc34)c2)CC1 (stereo not given),-3,2%,-71*,-5%,-9,136%[activator],.
Cc1ccc(-c2nc3n(n2)Cc2ccccc2-3)cc1,20*,-3%,92,0%,14,-30%,-17%
O=C(c1cc2ccccc2oc1=O)N1CCN(CCc2ccccc2)CC1,8,-7%,23,?,42,-21%,3%
CC(C)(C)NC(=O)CSc1nnc(-c2ccco2)n1Cc1ccco1,8,-5%,-2,11%,-11,-20%,-4%
COc1ccc(NC(=O)CCC(=O)N/N=C/c2cn(C)nc2C)cc1,9,35%[activator],16,8%,21,-13%,0%
CC(C)(C)NC(=O)NCc1cccnc1,4,4%,8,-8%,21,-9%,-4%
O=C(O)c1cccc(S(=O)(=O)N2CCN(Cc3ccc4c(c3)OCO4)CC2)c1,-2,-3%,2,-7%,-21,113%[activator],9%
CCOC(=O)C1CCN(S(=O)(=O)c2cc(C(=O)N3CCCCC3)ccc2OC)CC1,-2,7%,12,1%,-24,70%[activator],.
CC1(C)CC(NC(=O)c2coc(=O)c(Br)c2)CC(C)(C)N1,-2,-5%,85,-16%,2,31%,7%
CN1C(=O)C(C)(C)c2cc(S(=O)(=O)N3CCN(c4ccc(F)cc4)CC3)ccc21,-5,0%,-12,?,-1,89%[activator],-1%
Cc1ccccc1C(=O)NNC(=O)C1CC(=O)N(c2ccc3c(c2)OCCO3)C1 (stereo not given),.,39%[activator],89,-6%,.,-13%,.
CCOC(=O)N1CCC(NC(=O)CCC(=O)N2CCOc3ccccc32)CC1,7,2%,-6,0%,4,-3%,1%
Cc1ccc(C)c(N2CCN(C(=O)C3CCCN(S(=O)(=O)c4cnc[nH]4)C3)CC2)c1 (stereo not given),-7,0%,6,?,-19,66%[activator],-1%
CC(C)Cn1c(N)c(C(=O)COC(=O)/C=C/c2cccs2)c(=O)n(C)c1=O,-2,-5%,-73*,-4%,-12,10%,0%
Cc1ccccc1N/C=C/C(=C(C#N)C#N)N(C)C,-1,-1%,-38,-14%,19,-3%,-1%
CCCCn1cnc2c1c(=O)[nH]c(=O)n2CCCC,-2,0%,-12,-2%,9,-2%,-1%
Cc1cccc(OCCCN2C(=O)C(=O)c3cc(C)ccc32)c1,1,?,-28,?,20,-5%,-28%
O=C(NCc1ccc(F)cc1)C(=O)c1cn(CC(=O)N2CCCC2)c2ccccc12,7,-8%,?,-14%,18,79%[activator],.
CC(CNC(=O)c1cc(COc2ccc3ncccc3c2)on1)c1ccccc1 (stereo not given),-1,0%,-76*,-11%,-4,-5%,-2%
O=C(NCC(c1ccco1)N1CCOCC1)c1ccc(F)cc1 (stereo not given),.,21%,?,?,.,-22%,.
CCc1nnc(NC=C2C(=O)OC(C)(C)OC2=O)s1,-1,6%,62,2%,19,-2%,-1%
CCn1cc(C(=O)N(C)c2ccccc2F)c2cc(OC)c(OC)cc2c1=O,-6,13%,.,-9%,11,7%,9%
CCCCCCN1CC(=O)N2[C@@H](Cc3c([nH]c4ccccc34)C2(C)C)C1=O,-2,0%,.,-4%,1,51%,7%
CCCCN(CC)CCNC(=O)Cn1cc2c(n1)-c1c(oc(C(=O)N3CCCC3)c1C)CC2,1,72%[activator],-61*!,2%&-6%,-2,37%,?
CC(=O)/C(C(=N)N1CCN(c2cccc(Cl)c2)CC1)=C(\C)O,8,5%,-35,?,-6,-14%,-3%
# Continued:
SMILES,Cycloheximide cs,AMA1 RON2 block,HCMV antiviral,AmpC detergent,Shiga inhibitor,AmpC no deterg,FBPA Giardia inh
O=C(Oc1cc(=O)oc2ccccc12)c1ccccc1,11,-4%,16,-6%,-13,-37%,5%
Clc1ccc(CSc2nnc(-c3cccnc3)o2)cc1,20,45%[activator],13,-16%,-10,13%,.
COc1ccc(OC2CCN(C(=O)Nc3ccc(C)cc3)CC2)cc1,19,-3%,-23,-6%,72,-14%,0%
COc1ccc(C2CC(c3ccccc3)Oc3c(C)ccc(C)c32)cc1 (stereo not given),12&-2,.,.,.,20&-9,.,5%&1%
C/C(=N/NC(=O)c1cc(Cl)ccc1O)C12CC3CC(CC(C3)C1)C2,18,-13%,29,?,26,-15%,0%
COc1ccc(C(=O)NCC(=O)N2CCCC(C(F)(F)F)C2)cc1OC (stereo not given),.,41%[activator],-10,-10%,.,-17%,.
CC(C)N1CCC(=NNC(=O)c2cccs2)CC1,46*,50%[activator],27,1%,114*,-22%,.
COc1cc(C=O)ccc1OCC(=O)Nc1cccc(S(=O)(=O)N(C)c2ccccc2)c1,.,-6%,-15,?,.,-20%,.
CCc1cc2c3c([nH]c2cc1S(=O)(=O)NCCCOC)CC(C)(C)CC3=O,2,2%,-36,-4%,-4,-19%,-6%
CCOc1ccccc1-n1c(SCC(N)=O)nnc1-c1ccccc1,-3,-3%,-7,-14%,-14,-5%,-11%
Cc1ccc(S(=O)(=O)N2CCOCC2)cc1NC(=O)COC(=O)c1cnccn1,.,-2%,-16,-4%,.,-4%,.

# Of the compounds above, these contain two or more sulfur atoms:
SMILES,Cycloheximide cs,AMA1 RON2 block,HCMV antiviral,AmpC detergent,Shiga inhibitor,AmpC no deterg,FBPA Giardia inh
O=C(CSc1nc2ccc(Nc3nc(N4CCOCC4)nc(N4CCOCC4)n3)cc2s1)Nc1ccccc1Cl,10,36%[activator],.,-10%,13,-11%,9%
COc1ccc(S(=O)(=O)NCc2csc(-c3cccnc3)n2)cc1,-3,-3%,15,?,7,-18%,-1%
CCCC(=O)Nc1nnc(SCC(=O)N2CCN(c3ccccc3)CC2)s1,-2,2%,-30,2%,-21,-7%,4%
